Assay outcomes deposited in PubChem by several laboratories.
TRPC4 PAM: TRPC4 (mouse) allosteric potentiation; Q9QUQ5; HEK293 TRPC4beta/mu-opioid, DAMGO EC20, Fluo-4 Ca2+ flux; stronger effect = higher value; B-score at 10 µM; 310,000 compounds, 0.42% hits; AID 2227;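 active means B-score of calcium response area above 5 SD of library B-scores, with initial fluorescence ratio within 5 SD of library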;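 further: B-score of integrated fluorescence ratio over time as area under calcium response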
Target sequence (Q9QUQ5 whole entry, looked up): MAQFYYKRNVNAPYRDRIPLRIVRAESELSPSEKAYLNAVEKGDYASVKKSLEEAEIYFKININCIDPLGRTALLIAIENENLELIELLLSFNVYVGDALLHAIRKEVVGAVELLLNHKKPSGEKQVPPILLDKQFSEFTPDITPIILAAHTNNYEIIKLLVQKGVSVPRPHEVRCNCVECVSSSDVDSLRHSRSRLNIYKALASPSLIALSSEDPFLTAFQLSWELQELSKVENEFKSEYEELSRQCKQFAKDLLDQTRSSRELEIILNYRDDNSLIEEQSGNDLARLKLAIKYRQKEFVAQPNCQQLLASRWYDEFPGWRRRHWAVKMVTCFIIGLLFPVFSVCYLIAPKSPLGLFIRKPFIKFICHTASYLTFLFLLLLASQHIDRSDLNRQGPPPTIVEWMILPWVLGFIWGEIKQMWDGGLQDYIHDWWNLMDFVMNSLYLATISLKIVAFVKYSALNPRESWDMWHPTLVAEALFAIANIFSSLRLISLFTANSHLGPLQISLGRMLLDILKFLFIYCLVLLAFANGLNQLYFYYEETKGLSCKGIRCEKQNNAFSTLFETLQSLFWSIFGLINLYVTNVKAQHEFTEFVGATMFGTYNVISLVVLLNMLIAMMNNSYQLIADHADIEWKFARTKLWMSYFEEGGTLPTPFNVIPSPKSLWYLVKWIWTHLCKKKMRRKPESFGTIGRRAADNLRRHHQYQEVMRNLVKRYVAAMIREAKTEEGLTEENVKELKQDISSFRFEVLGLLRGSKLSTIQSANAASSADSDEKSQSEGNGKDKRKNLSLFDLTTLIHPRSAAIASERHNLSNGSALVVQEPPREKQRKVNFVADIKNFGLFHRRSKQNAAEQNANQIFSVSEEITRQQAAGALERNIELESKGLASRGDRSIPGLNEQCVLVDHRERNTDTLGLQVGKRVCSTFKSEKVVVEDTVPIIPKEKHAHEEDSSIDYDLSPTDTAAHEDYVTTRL
KCNQ1 pot: human KCNQ1 channel potentiation or activation; B-score at 10 µM; CHO-K1 KCNQ1, thallium flux FluxOR fluorescence; stronger effect = higher value; 310,000 compounds, 0.35% hits; P51787;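 active means fluorescence ratio B-score, a plate-corrected score, at least three library SD, with initial intensity B-score within 5 SD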
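System: Stable KCNQ1 CHO-K1 line | Incubation: 90 min dye loading and 20 min compound exposure, both at room temperature | Measure: Ratio B score | Medium: Assay buffer for compound exposure, DMSO matched across wells | Compound dosing: Single-concentration screen | Probe or stimulus: K+/Tl+ depolarizing stimulus | Measured by: Kinetic FluxOR fluorescence, 10 s baseline plus 110 s post-stimulus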
Platelet DG rel: modulates dense granule release in human platelets. human platelet-rich plasma, SFLLRN dense granule ATP release, luminescence. inhibition, %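 (compounds screened at 7.5 µM in platelet-rich plasma)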. 300,000 compounds, 0.22% hits;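 active means mean replicate score, as percent of positive control, at or above 50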
DYRK1A inh: blocks rat Dyrk1A kinase activity | AID 504441 | 310,000 compounds, 0.43% hits | inhibition, % at 12.5 µM | ADP-Glo luminescence, NFATc1 peptide | Q63470; in the data active means inhibition above about 50%;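 further: plate controls were vehicle with enzyme for no effect and no enzyme for full effect; many of its hits are not listed in these tables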
KCNQ1 inh: human KCNQ1 channel inhibition. P51787. CHO-K1 KCNQ1, FluxOR thallium flux fluorescence; stronger effect = higher value. B-score at 10 µM. 310,000 compounds, 1.3% hits. AID 2642;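 active means compounds whose thallium flux B-score, printed positive for inhibition, exceeds three library SD while starting fluorescence stays within three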;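 further: channel opened by potassium depolarization with thallium stimulus after 20 min compound exposure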
TRPC4 inh: inhibitors of mouse TRPC4 channel. Q9QUQ5. HEK293 TRPC4beta/mu-opioid, DAMGO-evoked Fluo4 calcium flux; stronger effect = lower value. B-score at 10 µM. 300,000 compounds, 0.39% hits. AID 2247;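 active means B-score over 3 SD under the library average, no early fluorescence shift, positive overall ratio signal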
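Material: HEK293 cells with stable TRPC4beta plus mu-opioid receptor expression / Probe or stimulus: DAMGO in two steps, submaximal then maximal / Compound: single concentration per test compound / Technique: kinetic Fluo4 fluorescence imaging of calcium influx / Read-out: per-well B score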
PolyA inhibitor: inhibitors of polyadenylation in S. cerevisiae; S. cerevisiae SKY197-pL101 polyadenylation reporter, beta-gal luminescence; efflux-impaired pdr1/pdr3 knockout yeast; score 100 = 6 SD above DMSO; calls only at 12 µM; 300,000 compounds, 0.02% hits;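 active means lowest replicate activity score at least 50, where 100 means six control SD above control mean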;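 further: yeast exposed to compound for 9 h at 30 °C; higher score means more reporter readthrough which indicates perturbed polyadenylation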
KCNK9 block: human KCNK9 channel inhibition. Q9NPC2. HEK293 KCNK9, FluxOR thallium flux fluorescence; stronger effect = lower value. B-score at 10 µM. 310,000 compounds, 1.2% hits. AID 488922;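 active means ratio B-score over 3 SD below the library mean, with starting fluorescence within 5 SD of its mean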;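 further: negative B-score means less thallium flux so channel inhibition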
hERG protect: shields human hERG channel from block by proarrhythmic agents | Q12809 | CHO-hERG, FluxOR thallium flux, dofetilide IC70 present | activation (rescue from dofetilide block), less the hit threshold, % at 10 µM | 310,000 compounds, 0.51% hits | AID 1511;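 active means activation above the mean of controls blocked by dofetilide plus 5 SD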;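 further: thallium influx through hERG after potassium depolarization seen as dye fluorescence rise; in these data hits start at about 4.7%; inactives centre near -7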
TRPC4 agonist: TRPC4 (mouse) channel activation. HEK293 TRPC4beta/mu-opioid, Fluo4 calcium fluorescence; stronger effect = higher value. AID 2237. Q9QUQ5. 310,000 compounds, 0.49% hits. B-score at 10 µM;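 active means B-score above 5 SD of library B-scores, and initial fluorescence ratio not above library mean plus 5 SD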;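 further: positive B-score marks a calcium rise read as TRPC4 activation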
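Assay system: HEK293 cells stably co-expressing mouse TRPC4beta and mu-opioid receptor / Timing: Fluo4 dye loading 45 min at room temperature, 110 s recording / Signal: Fluo4 calcium-sensitive dye fluorescence, kinetic, 1 Hz baseline / Read-out: integrated baseline-normalised fluorescence ratio, converted to per-well B score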
KCNK3 block: human KCNK3 channel inhibition, primary screen; O14649; CHO-KCNK3 thallium flux, FluxOR fluorescence; stronger effect = lower value; B-score at 10 µM; 340,000 compounds, 0.84% hits; AID 602410;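 active means B-score under library mean minus 4 SD, starting fluorescence ratio at most library mean plus 5 SD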;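 further: more negative B-score means stronger inhibition of thallium flux through KCNK3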
Numbers without * were called inactive; i = inactive; x = no result given. Some of the compounds tested. The share of hits here may be higher or lower than overall.

SMILES	TRPC4 PAM	KCNQ1 pot	Platelet DG rel	DYRK1A inh	KCNQ1 inh	TRPC4 inh	PolyA inhibitor	KCNK9 block	hERG protect	TRPC4 agonist	KCNK3 block
COc1ccc(NC(=S)NCc2ccccc2Cl)c(OC)c1	i	i	-1	2	i	i	i	i	-2	i	i
Cc1ccc(CNC(=O)CCc2nc3ccccc3c(=O)[nH]2)cc1	i	i	5	-3	i	i	i	i	-10	i	i
O=S(=O)(c1ccccc1F)N1CCN(C(=S)NCc2ccccc2)CC1	i	i	2	3	i	i	i	i	-15	i	i
O=C(O)CCSc1nnc(-c2cccnc2)n1-c1ccccc1	i	i	-4	-1	i	i	i	i	-9	i	i
N#C/C(=C\c1ccc[nH]1)C(=O)Nc1ccccc1Cl	i	i	16	-1	i	i	i	i	-9	i	i
CC1CCN(c2ccc(/C=C(\C#N)c3nn(-c4ccccc4)c(N)c3C#N)cc2[N+](=O)[O-])CC1	i	i	-4	0	i	i	i	i	-10	i	i
CC1CCN(C(=O)C2CCN(CCCc3ccccc3)CC2)CC1	i	i	4	x	i	i	i	i	-6	i	x
COc1ccc(-n2nc(C(=O)NCC(=O)NCCC3=CCCCC3)c3ccccc3c2=O)c(OC)c1	i	i	6	-3	i	i	i	i	-9	i	i
CC(C)(C)SCCNC(=O)CN(c1ccc(F)cc1)S(C)(=O)=O	i	i	-15	4	i	i	i	i	-2	i	i
COCCNC(=S)N1CCN(C(=O)C(=O)Nc2ccc(C(=O)OC)cc2)CC1	i	i	-1	-3	i	i	i	i	-9	i	i
Cc1nnc2ccc(-c3cccc(NC(=O)c4ccco4)c3)nn12	i	i	7	-19	i	i	i	i	-12	i	i
O=C(Cc1csc(NC(=O)Nc2cccc(Cl)c2)n1)NCc1ccccn1	i	i	35	35	8*	i	i	i	-21	i	i
Cc1ccc(C(=O)NCCCNC(=O)Cc2ccccc2)cn1	i	i	1	-3	i	i	i	i	0	i	i
COc1ccc2cc(C(=O)C3CCCN(C(=O)c4cnccn4)C3)ccc2c1 (configuration not stated)	i	i	-3	3	i	i	i	i	-10	i	i
COC(=O)c1ccc(NC(=O)CC2C(=O)N(C)C(=S)N2Cc2ccc(S(N)(=O)=O)cc2)cc1 (configuration not stated)	i	i	2	-4	i	i	i	i	-16	i	i
Cc1sc2nc[nH]c(=O)c2c1-c1ccc(Cl)cc1	i	i	-3	17	i	i	i	i	0	i	i
O=C(CCc1nc(-c2ccccc2F)no1)NCCN1CCN(Cc2ccccc2)CC1	i	i	-3	-1	i	i	i	i	-6	i	i
O=C(/C=C/Nc1ccc(S(=O)(=O)Nc2ncccn2)cc1)c1ccc2ccccc2c1	i	i	-3	2	i	i	i	i	1	i	i
Cc1ccccc1NC1c2ccccc2C(=O)N1Cc1ccco1 (configuration not stated)	i	i	-3	-6	i	i	i	i	-13	i	-10*
COc1cc(C(=O)Oc2cccc(Nc3ncnc4ccccc34)c2)cc(OC)c1OC	i	i	11	9	i	i	i	i	-10	i	i

Overlap with the part before: 5 compounds, followed by the next part.
SMILES	TRPC4 PAM	KCNQ1 pot	Platelet DG rel	DYRK1A inh	KCNQ1 inh	TRPC4 inh	PolyA inhibitor	KCNK9 block	hERG protect	TRPC4 agonist	KCNK3 block
Cc1sc2nc[nH]c(=O)c2c1-c1ccc(Cl)cc1	i	i	-3	17	i	i	i	i	0	i	i
O=C(CCc1nc(-c2ccccc2F)no1)NCCN1CCN(Cc2ccccc2)CC1	i	i	-3	-1	i	i	i	i	-6	i	i
O=C(/C=C/Nc1ccc(S(=O)(=O)Nc2ncccn2)cc1)c1ccc2ccccc2c1	i	i	-3	2	i	i	i	i	1	i	i
Cc1ccccc1NC1c2ccccc2C(=O)N1Cc1ccco1 (configuration not stated)	i	i	-3	-6	i	i	i	i	-13	i	-10*
COc1cc(C(=O)Oc2cccc(Nc3ncnc4ccccc34)c2)cc(OC)c1OC	i	i	11	9	i	i	i	i	-10	i	i
COc1ccc(CC(=O)Nc2ccc(NC(=O)c3ccccc3F)cc2)cc1	i	i	15	2	i	i	i	i	-11	i	i
COC(=O)c1sccc1NC(=S)Nc1cc(C)ccc1OC	i	i	-3	3	i	i	i	i	-5	i	i
COc1cc2ncnc(NCc3cccs3)c2cc1OC	i	i	-13	-1	i	i	i	i	5.0*	i	i
CCNC(=O)c1c(N)sc2c1CCCCC2	i	i	-3	x	i	i	i	i	-9	i	x
NC(=O)COc1ccc(NC(=O)c2ccccc2-c2ccccc2)cc1	i	i	3	-64	i	i	i	i	-14	i	i
CCc1[nH]nc(C(=O)NC2CCCN(Cc3ccccc3F)C2)c1C (configuration not stated)	i	i	17	-3	i	i	i	i	-11	i	i
Cn1ncc(Br)c1C(=O)N1CCc2ccccc21	i	i	-6	1	i	i	i	i	-7	i	i
COc1ccc(-c2cc(-c3nnc(COC(=O)C4CC4)o3)c3ccccc3n2)cc1OC	i	i	-21	5	i	i	i	i	-9	i	i
Cc1[nH][nH]c(=O)c1[C@@H](c1ccccc1[N+](=O)[O-])C(C#N)C#N	i	i	-2	33	i	i	i	i	-19	i	i
COCCCNC(=S)Nc1cc2oc3ccccc3c2cc1OC	i	i	-2	10	i	i	i	i	-8	i	i
CCCCc1cc(=O)oc2c(CN3CCCC3)c(O)ccc12	i	i	4	-3	i	i	i	i	-12	i	i
CCOC(=O)CCc1c(C)c2ccc(O)cc2oc1=O	i	i	0	3	i	i	i	i	-7	i	i
CSc1ccc(/C=C/C(=O)c2ccc(O)cc2)cc1	i	i	1	5	i	i	i	i	-2	i	i
CC(C)[C@H](NC(=O)OC(C)(C)C)c1nnc(S(=O)(=O)Cc2c(F)cccc2Cl)o1	i	i	9	-1	i	i	i	i	-17	i	i
COC(=O)c1ccc(Oc2nc3ccccc3n3c(C)nnc23)cc1	i	i	-6	-6	i	i	i	i	-9	i	i
COc1ccc(C(=O)Nc2ccccc2C(=O)NC(Cc2c[nH]c3ccccc23)C(=O)O)cc1 (configuration not stated)	i	i	2	-1	i	i	i	i	-10	i	i
COC(=O)c1sc(=S)n(-c2cccc(Cl)c2)c1N	i	i	-2	6	i	i	i	i	-7	i	i
CCN(CC)c1ccc(C=NCCNS(=O)(=O)c2ccc(C)cc2)cc1	i	i	-17	-5	i	i	i	i	-13	i	i
COC(=O)C(NC(C)=O)(Nc1ccccn1)C(F)(F)F (configuration not stated)	i	i	0	-4	i	i	i	i	-14	i	i
O=C(/C=C/c1ccc(F)cc1)N1CCN(c2ncccn2)CC1	i	i	-10	4	i	i	i	i	-9	i	i
CCCCN(C(=O)CN1CCOCC1)c1c(N)n(CC(C)C)c(=O)[nH]c1=O	i	i	19	1	i	i	i	i	-8	i	i
Cn1c(N)c(S(=O)(=O)NCc2ccc(Cl)cc2)c(=O)n(C)c1=O	i	i	-5	-4	i	i	i	i	-9	i	i
CC(/C=C/c1ccc(OCc2ccccc2)cc1)=N\O	i	i	12	5	i	i	i	i	-6	i	i
O=C(NCCCn1ccnc1)C1CC(c2ccccc2Cl)=NO1 (configuration not stated)	i	i	-2	-2	i	i	i	i	-6	i	i
CCC(C)C(NC(=O)c1ccccc1NC(=O)c1ccc(C)cc1)C(=O)O (configuration not stated)	i	i	5	5	i	i	i	i	-7	i	i
COc1ccc(C(=O)NNC(=O)COc2ccc(Cl)cc2)c(OC)c1	i	i	-14	13	i	i	i	i	-5	i	i
O=c1c(Cc2ccccc2)c(O)nc2n1CCS2	i	i	2	-3	i	i	i	i	-1	i	i
O=C(Cn1ncn2c(cc3ccccc32)c1=O)NCCc1cccs1	i	i	-11	3	i	i	i	i	-3	i	i
CCC(C)(C)n1nnnc1C(C(C)C)N1CCC(C(N)=O)CC1 (configuration not stated)	i	i	7	-3	i	i	i	i	-3	i	i
COc1ccc(-c2nc(N)n(C(=O)c3ccccc3Cl)n2)cc1	i	i	3	-2	i	i	i	i	-7	i	i
O=C(Cn1ccccc1=O)c1cccs1	i	i	0	1	i	i	i	i	-8	i	i
CCOc1ccc(NC(=O)c2ccccc2NC(=O)c2cccnc2)cc1	i	i	-4	-1	i	i	i	i	-6	i	i
Cc1ccc(-n2c(C(C)n3nc(C)c([N+](=O)[O-])c3C)n[nH]c2=S)cc1 (configuration not stated)	i	i	-1	-4	i	i	i	i	-6	i	i
CC(=O)c1c[nH]c2ccc(C)cc2c1=O	i	i	1	8	i	i	i	i	-17	i	i
O=C(NCC(c1ccco1)N1CCc2ccccc2C1)c1ccc(Cl)cc1 (configuration not stated)	i	i	4	6	i	i	i	i	-12	i	i
CCc1nnc(NC(=O)CSc2nnc(Cc3cc(=O)[nH]c(=O)[nH]3)n2-c2ccc(OC)cc2)s1	i	i	2	4	i	i	i	i	-6	i	i
CCCCCCN(C(=O)CCCCCN1C(=O)NC(c2cccc([N+](=O)[O-])c2)C(C(=O)OCc2ccccc2)=C1C)C(C(=O)NCCCC)c1ccc(OCC(=O)OC)c(C(=O)OC)c1 (configuration not stated)	i	i	-12	x	i	i	i	i	-13	i	x
COc1ccc(Oc2cc(C)c3ccccc3n2)cc1	i	i	x	1	i	i	i	i	-6	i	i
COc1ccccc1N(C)S(=O)(=O)c1ccc(C(=O)OCC(=O)c2c[nH]c3ccccc23)cc1	i	i	1	-5	i	i	i	i	-7	i	i
Cc1cnc(CN2CCc3c([nH]c4ccccc34)C2C2CCCCC2)[nH]1 (configuration not stated)	i	i	8	-1	i	i	i	i	-10	i	i
O=C1c2ccccc2C(=O)N1CCCc1nc2ccccc2c(=O)n1Cc1ccco1	i	i	4	-6	i	i	i	i	-8	i	i
CCOP(=O)(OCC)C(Nc1cc(Cl)cc(Cl)c1)c1cccc(O)c1 (configuration not stated)	i	i	-8	3	i	i	i	i	-17	i	i
COc1ccc(C2c3[nH]c4ccccc4c3CCN2C(=O)c2cc3ncccn3n2)c(F)c1 (configuration not stated)	i	i	3	4	i	i	i	i	-2	i	i
CCCCOC(=O)c1ccc(-c2ccc(/C=N/NC(=S)NCC)o2)cc1	i	i	16	12	i	i	i	i	-11	i	i
